Assay outcomes as filed in PubChem.
Vif imaging – inhibitors of HIV Vif. 340,000 compounds, 0.35% hits. HEK293T cells, Vif self-association by quenched fluorescence, imaging, 24 h. inhibition, % at 7.49 µM; in the data active = inhibition above about 50%, passing the limit was not always enough; also: some results filed as inactive read as strong as hits
SRC2 inh – inhibits human steroid receptor coactivator 2; Q15596; HEK293 GAL4-SRC2 luciferase reporter, luminescence; inhibition, % at 9 µM; 370,000 compounds, 0.17% hits;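 active = inhibition above the mean inhibition of all tested compounds plus 3 SD, set per campaign, cut at about 52% in these data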;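 also: 0% = DMSO treated cells and 100% = cells given Gossypol at 36 µM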
Target sequence (Q15596 whole entry, looked up, the tested form may be a part): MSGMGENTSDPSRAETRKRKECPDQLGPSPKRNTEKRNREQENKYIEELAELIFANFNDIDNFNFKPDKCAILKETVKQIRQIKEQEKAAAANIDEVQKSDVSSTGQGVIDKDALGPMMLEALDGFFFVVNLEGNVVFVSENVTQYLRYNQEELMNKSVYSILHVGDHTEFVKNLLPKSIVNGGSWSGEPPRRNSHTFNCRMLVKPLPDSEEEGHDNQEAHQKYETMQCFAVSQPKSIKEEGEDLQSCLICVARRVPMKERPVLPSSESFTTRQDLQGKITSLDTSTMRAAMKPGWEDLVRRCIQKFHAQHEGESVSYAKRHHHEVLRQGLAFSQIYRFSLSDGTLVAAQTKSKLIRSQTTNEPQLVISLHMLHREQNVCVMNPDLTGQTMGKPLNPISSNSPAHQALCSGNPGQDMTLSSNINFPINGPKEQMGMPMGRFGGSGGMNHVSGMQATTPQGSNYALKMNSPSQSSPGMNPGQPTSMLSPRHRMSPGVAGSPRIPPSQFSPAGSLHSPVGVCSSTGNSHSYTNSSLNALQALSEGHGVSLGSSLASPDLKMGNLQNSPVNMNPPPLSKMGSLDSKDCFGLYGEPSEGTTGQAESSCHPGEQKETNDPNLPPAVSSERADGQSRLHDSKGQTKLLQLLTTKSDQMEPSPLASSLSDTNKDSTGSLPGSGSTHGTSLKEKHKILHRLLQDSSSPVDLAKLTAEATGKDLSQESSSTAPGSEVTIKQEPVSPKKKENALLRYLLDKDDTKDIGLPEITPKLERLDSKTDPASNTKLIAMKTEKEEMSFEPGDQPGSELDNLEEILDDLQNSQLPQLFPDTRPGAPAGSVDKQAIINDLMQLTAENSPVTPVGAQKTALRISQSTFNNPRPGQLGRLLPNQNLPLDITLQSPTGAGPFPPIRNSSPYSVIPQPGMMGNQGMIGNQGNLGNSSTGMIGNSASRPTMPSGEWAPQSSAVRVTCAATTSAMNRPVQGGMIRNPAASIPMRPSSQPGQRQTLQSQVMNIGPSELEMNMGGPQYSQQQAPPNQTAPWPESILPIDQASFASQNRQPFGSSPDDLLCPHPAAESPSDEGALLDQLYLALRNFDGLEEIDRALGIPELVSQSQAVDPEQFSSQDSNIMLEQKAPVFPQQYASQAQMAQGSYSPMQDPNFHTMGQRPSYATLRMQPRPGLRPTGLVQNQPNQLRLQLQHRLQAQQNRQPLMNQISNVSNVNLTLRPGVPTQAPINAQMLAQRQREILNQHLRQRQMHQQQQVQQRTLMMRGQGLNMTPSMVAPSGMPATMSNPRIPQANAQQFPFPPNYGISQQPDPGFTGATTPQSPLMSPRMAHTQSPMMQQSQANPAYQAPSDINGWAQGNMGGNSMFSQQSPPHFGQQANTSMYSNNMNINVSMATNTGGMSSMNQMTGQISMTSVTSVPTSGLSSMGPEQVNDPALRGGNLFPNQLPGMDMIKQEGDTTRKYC
TRAIL sens C8 – caspase-8 TRAIL sensitization | 360,000 compounds, 1% hits | NB7+C8 cells + TRAIL, ATPlite viability luminescence | AID 624354 | inhibition (viability loss, TRAIL sensitization), % at 10 µM;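 active = compounds causing at least 50% loss of cell viability in the single-dose screen, relative to plate controls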
LRH-1 inv ag – suppresses constitutive activity of human LRH-1; 360,000 compounds, 0.13% hits; inhibition, % at 3.6 µM; AID 602396; O00482; HEK293T StAR-luciferase reporter, LRH-1 transfected, 24 h;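 active = inhibition above the mean inhibition of all tested compounds plus 3 SD, cut at about 73% in these data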;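 also: 0% = DMSO wells and 100% = reporter-only cells lacking LRH-1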
TROY NFkB inh – inhibitors of TROY-dependent NF-kB signaling. inhibition, % at 10 µM. Q293 LMP1-TROYcd NF-kB luciferase reporter, 4 h. 360,000 compounds, 0.98% hits;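 active = compounds whose plate-normalised and pattern-corrected inhibition of the luciferase reporter signal at the single screening dose is 50% or more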
EBV LMP1 NFkB – Epstein-Barr LMP1 NF-kappaB reporter inhibition; LMP1-induced NF-kappaB luciferase reporter cells, luminescence; inhibition, % at 12.5 µM; 350,000 compounds, 0.69% hits; in the data active = inhibition above about 41%;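 also: 0% = neutral control wells and 100% = reference inhibitor control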
NCOA3 inh – human NCOA3 inhibition; AID 588352; 360,000 compounds, 0.17% hits; inhibition, % at 3.6 µM; HEK293 GAL4-SRC3 luciferase reporter, luminescence; Q9Y6Q9;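 active = inhibition above a per-campaign cutoff, the mean of all compounds plus 3 SD, cut at about 60% in these data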;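 also: 0% = DMSO-treated cells and 100% = gossypol-treated cells at 36 µM; higher means less SRC3-driven luciferase light from the GAL4 reporter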
COUP-TFII inh – blocks human COUP-TFII nuclear receptor. P24468. HEK293T NGFI-A luciferase reporter, luminescence. inhibition, % at 8.6 µM. 370,000 compounds, 0.7% hits. AID 686940;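 active = inhibition above a per-plate cutoff, mean inhibition of test wells between control levels plus 3 SD, cut at about 38% in these data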;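 also: cells cotransfected with COUP-TFII expression vector driving the NGFI-A reporter; 0% = median of COUP-TF2 test wells and 100% = reporter-only cells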
NCOA1 inh – human NCOA1 inhibition; Q15788; HEK293 GAL4-SRC1 luciferase reporter, luminescence; inhibition, % at 3.6 µM; 360,000 compounds, 0.12% hits;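 active = inhibition above the campaign mean plus 3 SD, with each screening campaign given its own cutoff, cut at about 60% in these data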;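 also: 0% = DMSO treated cells and 100% = gossypol at 36 µM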
NOD2-RIPK2 inh – NOD2-RIPK2 protein interaction inhibition; CHO BLA complementation NOD2-RIPK2, CCF4 ratio; inhibition, % at 4.98 µM; 360,000 compounds, 0.38% hits; in the data active = inhibition above about 21%;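 also: 0% = vehicle only and 100% = reference blocker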
TLR9-MyD88 inh – blocks human TLR9 binding to MyD88. Q9NR96+Q99836. CHO BLA complementation TLR9-MyD88, CCF4 FRET ratio. inhibition, % at 4.98 µM. 340,000 compounds, 0.21% hits. AID 504734;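 active = inhibition above the mean over all tested compounds plus 3 SD, cut at about 21% in these data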;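 also: 0% = DMSO only wells and 100% = clavulanate BLA inhibitor control wells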
* hit, by the source's call; x = no result given. A portion of the library, so the mix of outcomes need not match the whole.

entry | mol | NCOA1 inh | Vif imaging | NOD2-RIPK2 inh | LRH-1 inv ag | TRAIL sens C8 | TROY NFkB inh
1 | COc1nc(C)ccc1-c1noc(-c2ccco2)n1 | -121 | -4 | 3 | -179 | 23 | -7
2 | CCOC(=O)c1ccccc1NC(=O)c1cccc(F)c1 | -8 | 1 | -16 | 2 | 4 | 7
3 | O=C(Nc1ccc2nc(-c3ccccc3)[nH]c2c1)c1ccco1 | -94 | -2 | -2 | -119 | 23 | -13
4 | CCC1=C(OC(=O)N(CC)CC)N2C(=O)OC(=NCC(=O)OC)[C@]2(C)[C@H]2C1=CC[C@H]1C(=O)N(CC)C(=O)[C@H]12 | 1 | 8 | -6 | 1 | -7 | -14
5 | CCCC1=Nc2cc(C(=O)NCc3ccco3)ccc2Sc2ccccc21 | 15 | 12 | 5 | 19 | -17 | 15
6 | CCOC(=O)C1=C(C)NC(=O)NC1c1ccc(OC)c(CN2CCOCC2)c1 (centres undefined) | -18 | -12 | -11 | -14 | -6 | -2
7 | CCCNC(=O)CS(=O)Cc1nc(-c2cccc(OC)c2)oc1C (centres undefined) | -13 | -1 | -2 | -1 | 6 | 4
8 | CCN(CC)c1ccc(-c2nn3c(-c4cccnc4)nnc3s2)cc1 | -1 | 22 | -2 | 10 | 4 | 1
9 | CC(C)CC(N)c1csc(Nc2cnccn2)n1 (centres undefined) | 17 | -1 | 2 | 3 | -3 | 6
10 | N#C/C(=C\c1ccc(O)cc1)c1nc2ccccc2o1 | -80 | -2 | 3 | -51 | -13 | 26
11 | Cc1ccc(OCCn2cnc3c(N)ncnc32)cc1 | -22 | -37 | -5 | -39 | 5 | -5
12 | O=S(=O)(c1ccccc1)c1nc(NCc2ccccc2)sc1Cl | -15 | -5 | 9 | 11 | 12 | 25

entry | EBV LMP1 NFkB | SRC2 inh | NCOA3 inh | COUP-TFII inh | TLR9-MyD88 inh
1 | 14 | -17 | -92 | -32 | 3
2 | 8 | -6 | 0 | 1 | 4
3 | -11 | -58 | -59 | -53 | -2
4 | -6 | -19 | 5 | 5 | 0
5 | 4 | 25 | 28 | 1 | 3
6 | 12 | -19 | -10 | 8 | 0
7 | -3 | 14 | -12 | 2 | 7
8 | 10 | -5 | 10 | -7 | 6
9 | x | -18 | -5 | 13 | x
10 | -17 | -88 | -65 | -25 | 0
11 | -15 | -5 | -16 | -12 | -10
12 | -2 | 8 | -11 | 20 | -7

Further structures
entry | mol | NCOA1 inh | Vif imaging | NOD2-RIPK2 inh | LRH-1 inv ag | TRAIL sens C8 | TROY NFkB inh
13 | COc1ccc(CCNC(=O)CSc2nnc(-c3ccccc3)c3ccccc23)cc1OC | -10 | 0 | -1 | 8 | -11 | -1
14 | CSc1ccc(S(=O)(=O)NCc2ccc(C)cc2)cc1 | 2 | 28 | 1 | 0 | 2 | 18
15 | Cn1c(=O)c2ccccc2n(CC(=O)NC2CCCC2)c1=O | 5 | 9 | -10 | -17 | 1 | 11
16 | COCCNC(=O)C1CCCN(Cc2ccccc2F)CC1 (centres undefined) | 2 | x | -4 | -6 | -5 | 14
17 | COc1cccc(CNc2nc(NCc3cccs3)nc3ccsc23)c1 | 26 | 1 | 2 | 22 | 4 | 57*
18 | CN1C(=O)N(C)C2(c3ccccc3)N(C(C)(C)C)C(=O)NC12c1ccccc1 (centres undefined) | -5 | 1 | 7 | -8 | -4 | 16
19 | CN1CCN(c2cc(=O)n(-c3ccc(Cl)cc3)c(=O)[nH]2)CC1 | -5 | 10 | -5 | -8 | -1 | -10
20 | O=c1oc2ccccc2cc1-c1csc(Cc2nc(-c3ccc(Br)cc3)cs2)n1 | -20 | -15 | -3 | 15 | 14 | -47
21 | CC(Sc1ncc(C#N)c(N)n1)C(=O)Nc1ccccc1 (centres undefined) | -15 | 0 | -4 | 11 | 11 | -2
22 | COc1ccc(OC)c(C(C)NC(=S)Nc2ccc(S(=O)(=O)Nc3ncccn3)cc2)c1 (centres undefined) | -22 | 9 | 2 | -48 | -1 | 0
23 | O=C(NNC(=O)C1C2CCC(C2)C1C(=O)O)c1cccc(Cl)c1 (centres undefined) | 7 | 4 | -2 | -5 | -5 | -68
24 | Cc1noc(C)c1CCC(=O)Nc1c(C(C)C)cccc1C(C)C | 10 | -9 | -3 | 0 | 1 | -13

entry | EBV LMP1 NFkB | SRC2 inh | NCOA3 inh | COUP-TFII inh | TLR9-MyD88 inh
13 | 2 | 0 | 4 | 9 | -1
14 | 1 | 14 | -7 | -24 | -7
15 | -4 | 8 | -13 | -23 | 1
16 | x | x | -14 | x | x
17 | x | 19 | 21 | 46* | x
18 | -2 | -1 | 9 | 1 | -7
19 | -3 | -32 | -2 | 12 | 1
20 | 34 | 1 | -20 | -2 | -2
21 | 4 | 12 | 6 | -3 | 2
22 | -5 | -35 | 19 | -1 | -4
23 | -1 | -13 | -21 | 5 | 7
24 | 5 | -19 | 11 | 10 | -6

Later entries
entry | mol | NCOA1 inh | Vif imaging | NOD2-RIPK2 inh | LRH-1 inv ag | TRAIL sens C8 | TROY NFkB inh
25 | CCOC(=O)c1c(CSc2ccccc2)n(C)c2ccc(O)cc12 | 20 | -7 | 3 | 15 | 4 | 0
26 | Cc1nn(C)c(C(=O)Nc2cccc(CN3CCOCC3)c2)c1Br | -22 | -1 | 0 | -3 | -4 | -6
27 | Cc1ccc(Nc2nnc(SCc3cc(=O)n4ccsc4n3)s2)c(C)c1 | -8 | 13 | 5 | -13 | -1 | -10
28 | COc1ccc(NC2=NC(C)(CO)CS2)cc1 (centres undefined) | -48 | -5 | -4 | -33 | -22 | -12
29 | O=C(COC(=O)c1ccc([N+](=O)[O-])o1)NCc1ccc(F)cc1 | -7 | -5 | -12 | 18 | -10 | 1
30 | CCC(=O)N1CCc2cc(S(=O)(=O)CCC(=O)NCCC3=CCCCC3)ccc21 | -25 | -1 | -8 | 15 | -2 | -1
31 | COc1cccc(NC(=O)C2c3cc(OC)c(OC)cc3C(=O)N(C)C2c2cccnc2)c1 (centres undefined) | -2 | -5 | 4 | -16 | 5 | 16
32 | Cc1ccc(S(=O)(=O)N2CCOCC2)cc1NC(=O)COc1ncnc2ccccc12 | 4 | 23 | -5 | 15 | -13 | 9
33 | COc1ccc(CCNC(=O)c2cc(-c3ccncc3)nc3ccc(S(=O)(=O)N4CCOCC4)cc23)cc1OC | -34 | 4 | 6 | 3 | -12 | 6
34 | COc1ccc(-n2cc(CNC3CCC(O)CC3)c(-c3cccc(F)c3)n2)cc1 (centres undefined) | -16 | 5 | 9 | -5 | -1 | -15
35 | CN(C(=O)CSc1nnc(N)s1)C1CCCCC1 | -9 | 2 | 3 | 11 | -15 | -53
36 | COc1ccc(NC(=O)CCN2C(=O)c3ccncc3C2=O)cc1OC | -21 | -2 | -6 | 3 | -4 | 15

entry | EBV LMP1 NFkB | SRC2 inh | NCOA3 inh | COUP-TFII inh | TLR9-MyD88 inh
25 | -1 | 22 | -11 | 22 | 10
26 | -5 | 14 | -11 | 2 | -4
27 | 2 | -7 | -11 | -1 | 11
28 | -3 | -31 | -21 | 5 | -7
29 | -2 | -17 | 8 | 3 | 2
30 | 1 | -3 | 8 | -6 | 1
31 | 12 | 17 | 12 | 9 | -2
32 | 4 | 12 | 11 | 0 | 2
33 | 9 | -24 | -5 | -5 | 7
34 | -2 | -4 | -11 | -20 | 7
35 | 1 | -4 | -12 | -6 | -7
36 | -11 | -21 | 20 | 4 | -1

Already shown: 7 of the compounds above.
entry | mol | NCOA1 inh | Vif imaging | NOD2-RIPK2 inh | LRH-1 inv ag | TRAIL sens C8 | TROY NFkB inh
25 | CCOC(=O)c1c(CSc2ccccc2)n(C)c2ccc(O)cc12 | 20 | -7 | 3 | 15 | 4 | 0
26 | Cc1nn(C)c(C(=O)Nc2cccc(CN3CCOCC3)c2)c1Br | -22 | -1 | 0 | -3 | -4 | -6
27 | Cc1ccc(Nc2nnc(SCc3cc(=O)n4ccsc4n3)s2)c(C)c1 | -8 | 13 | 5 | -13 | -1 | -10
28 | COc1ccc(NC2=NC(C)(CO)CS2)cc1 (centres undefined) | -48 | -5 | -4 | -33 | -22 | -12
29 | O=C(COC(=O)c1ccc([N+](=O)[O-])o1)NCc1ccc(F)cc1 | -7 | -5 | -12 | 18 | -10 | 1
30 | CCC(=O)N1CCc2cc(S(=O)(=O)CCC(=O)NCCC3=CCCCC3)ccc21 | -25 | -1 | -8 | 15 | -2 | -1
31 | COc1cccc(NC(=O)C2c3cc(OC)c(OC)cc3C(=O)N(C)C2c2cccnc2)c1 (centres undefined) | -2 | -5 | 4 | -16 | 5 | 16

entry | EBV LMP1 NFkB | SRC2 inh | NCOA3 inh | COUP-TFII inh | TLR9-MyD88 inh
25 | -1 | 22 | -11 | 22 | 10
26 | -5 | 14 | -11 | 2 | -4
27 | 2 | -7 | -11 | -1 | 11
28 | -3 | -31 | -21 | 5 | -7
29 | -2 | -17 | 8 | 3 | 2
30 | 1 | -3 | 8 | -6 | 1
31 | 12 | 17 | 12 | 9 | -2

(more compounds)
entry | mol | NCOA1 inh | Vif imaging | NOD2-RIPK2 inh | LRH-1 inv ag | TRAIL sens C8 | TROY NFkB inh
37 | COc1cccc(C(=O)NC(=S)NCc2ccco2)c1 | -21 | -1 | -9 | -23 | -6 | -19
38 | Cn1nnnc1SCC(=O)N1c2ccccc2Sc2ccccc21 | -13 | 6 | -3 | -4 | -11 | 11
39 | COc1ccc(C(C)=O)cc1COC(=O)CSCC(=O)Nc1ccc(C)cc1 | -4 | 2 | -3 | 7 | 10 | 7
40 | COCCCN(C(=O)CCOc1ccc(C(C)(C)C)cc1)c1c(N)n(Cc2ccccc2)c(=O)[nH]c1=O | -7 | 0 | -6 | -13 | -2 | 6
41 | O=C(Cc1cccs1)N1CCN(S(=O)(=O)c2ccc(Br)cc2)CC1 | -22 | -3 | 2 | 14 | -4 | -6
42 | COc1ccc(/C=C/C(=O)N(C)C2CCS(=O)(=O)C2)cc1OC (centres undefined) | -30 | -6 | -4 | 4 | -4 | -12
43 | COc1cc(/C=N/NC(=O)c2ccc(-c3ccccc3)cc2)cc(OC)c1OC | -18 | -10 | -23 | 10 | 16 | -41
44 | CCCNC(=O)C1CC(c2ccc(C(F)(F)F)cc2)=NO1 (centres undefined) | -11 | -4 | 8 | -33 | 0 | -33
45 | CC(C)OC(=O)CC1C(=O)NCCN1C(=O)COc1ccc(C(C)(C)C)cc1 (centres undefined) | 6 | 12 | 2 | -23 | 9 | -11
46 | CCn1c(=O)c2c(nc3n2CCCN3CCc2ccc(OC)c(OC)c2)n(C)c1=O | -3 | -10 | -5 | 5 | 1 | -2
47 | O=C(NCC1OCCc2ccccc21)c1ccco1 (centres undefined) | -16 | 11 | -5 | -1 | -6 | -8

entry | EBV LMP1 NFkB | SRC2 inh | NCOA3 inh | COUP-TFII inh | TLR9-MyD88 inh
37 | -10 | -30 | -16 | -6 | 0
38 | 1 | 12 | 6 | 17 | 5
39 | -9 | 7 | -4 | -1 | 6
40 | 1 | -7 | -5 | 0 | -7
41 | 5 | -32 | 1 | -17 | -1
42 | -6 | -6 | 12 | 1 | 3
43 | -1 | -1 | 1 | -4 | 5
44 | 7 | -5 | -24 | -4 | -3
45 | 0 | 10 | -12 | 0 | -9
46 | 6 | -6 | -5 | 7 | -3
47 | -7 | -17 | -84 | 4 | 2
